# Screens as filed in PubChem BioAssay.
# Bcl-xL primary = inhibitors of human Bcl-xL, primary screen, biochemical, fluorescence polarization, HTS; GST-Bcl-xL / FITC-Bim BH3 peptide fluorescence polarization; Bcl-2-like protein 1 (Homo sapiens), Q07817; 0.7% of 320,000 active; inhibition, % at 10.9 µM;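 active = inhibition above the mean of all tested compounds plus 3 SD, cutoff set per campaign, cut at about 30% in these data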;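 also: 0% = DMSO wells and 100% = unlabeled Bim-BH3 peptide competitor; inhibitors lower millipolarization by displacing the labeled peptide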
# Target sequence (Q07817 whole entry, looked up): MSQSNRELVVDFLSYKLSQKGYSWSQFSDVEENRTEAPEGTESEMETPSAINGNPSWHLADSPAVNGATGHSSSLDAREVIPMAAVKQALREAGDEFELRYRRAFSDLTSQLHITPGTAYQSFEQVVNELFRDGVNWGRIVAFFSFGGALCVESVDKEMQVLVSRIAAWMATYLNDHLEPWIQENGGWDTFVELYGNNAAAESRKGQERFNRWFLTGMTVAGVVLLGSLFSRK
# MCL1 BIM primary = inhibitors of MCL1 binding to BIM-BH3, primary screen, biochemical, fluorescence polarization; Induced myeloid leukemia cell differentiation protein Mcl-1 (Homo sapiens), Q07820; GST-MCL1 / FITC-Bim-BH3 fluorescence polarization; inhibition, % at 10.9 µM; 0.68% of 320,000 active;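 active = inhibition above the mean inhibition of all tested compounds plus 3 SD, set per campaign, cut at about 40% in these data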;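 also: 0% = DMSO wells and 100% = unlabeled Bim-BH3 peptide control; higher means more loss of mP so more displacement of Bim peptide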
# Target sequence (Q07820 whole entry, looked up): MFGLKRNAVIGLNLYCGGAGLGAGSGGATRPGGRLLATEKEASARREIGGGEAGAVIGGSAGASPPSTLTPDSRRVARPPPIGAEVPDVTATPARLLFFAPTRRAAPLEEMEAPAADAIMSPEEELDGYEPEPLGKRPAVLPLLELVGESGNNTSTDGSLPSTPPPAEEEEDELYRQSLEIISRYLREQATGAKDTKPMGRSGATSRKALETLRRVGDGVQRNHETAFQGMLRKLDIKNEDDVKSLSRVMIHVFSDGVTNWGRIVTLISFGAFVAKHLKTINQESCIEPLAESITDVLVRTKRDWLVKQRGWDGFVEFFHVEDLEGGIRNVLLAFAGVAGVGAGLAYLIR
# GRK2 aptamer HTS = compounds blocking aptamer binding on GRK2 – biochemical, human GRK2, bead flow cytometry, HTS, primary screen | FAM-aptamer displacement from GRK2 | inhibition of aptamer binding, % at 10 µM | 0.59% of 330,000 active;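 active = inhibition of aptamer binding above 40%, roughly 3 SD of noise, on plates passing a quality check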;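 also: median bead fluorescence of bound FAM aptamer so fluorescent compounds give negative values; no value below 0 was filed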
# MEX-5 binding = MEX-5 zinc finger RNA-binding disruptors – biochemical, C. elegans, fluorescence polarization, MLPCN library, primary screen. activity score (negative = inhibition of binding), % at 10 µM. AID 1832, 2009. Zinc finger protein mex-5 (Caenorhabditis elegans), Q9XUB2. 0.38% of 300,000 active. MEX-5/FITC-TCR2 RNA binding; active compounds read low;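 active = inhibition past about -25% in most replicates, and total fluorescence under double the plate's negative control median, limit read from the data; inconclusive = replicates evenly split on the limit, or fluorescence at least double controls; inactive = too little inhibition in most replicates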;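 also: 0% = DMSO and -100% = 5 µM competing unlabeled TCR2 RNA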
# Efflux pump mplx = inhibitors of Candida efflux pumps in yeast, primary screen, S. cerevisiae, Nile Red, multiplex | S. cerevisiae Candida pump triplex | inhibition, % at 10 µM | 0.44% of 330,000 active | AID 485275, 2010;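 active = plate passing quality check with inhibition over a set limit, or well fluorescence over plate mean plus 4 SD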;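 also: Nile Red retained in pooled yeast measured as flow cytometry median fluorescence; 0% = buffer negative control and 100% = Enniatin B positive control; higher means more Nile Red kept so more efflux inhibition; some compounds called inactive have numbers as strong as hits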
# PME-1 inh = PME-1 inhibitors via competitive probe labeling, primary screen, biochemical, fluorescence polarization, FP-Rh probe, HTS; Protein phosphatase methylesterase 1 (Homo sapiens), Q9Y570; recombinant PME-1; inhibition, % at 5.9 µM; 0.53% of 320,000 active; AID 2130, 2009;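 active = inhibition above the campaign mean of all compounds plus 3 SD, cut at about 26% in these data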;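 also: competitive labeling of PME-1 active site by serine hydrolase directed probe; 0% = PME-1 with DMSO and 100% = wells lacking PME-1 enzyme; inhibitors block probe labeling so polarization falls and inhibition rises; many of its hits are not listed in these tables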
# Target sequence (Q9Y570 whole entry, looked up): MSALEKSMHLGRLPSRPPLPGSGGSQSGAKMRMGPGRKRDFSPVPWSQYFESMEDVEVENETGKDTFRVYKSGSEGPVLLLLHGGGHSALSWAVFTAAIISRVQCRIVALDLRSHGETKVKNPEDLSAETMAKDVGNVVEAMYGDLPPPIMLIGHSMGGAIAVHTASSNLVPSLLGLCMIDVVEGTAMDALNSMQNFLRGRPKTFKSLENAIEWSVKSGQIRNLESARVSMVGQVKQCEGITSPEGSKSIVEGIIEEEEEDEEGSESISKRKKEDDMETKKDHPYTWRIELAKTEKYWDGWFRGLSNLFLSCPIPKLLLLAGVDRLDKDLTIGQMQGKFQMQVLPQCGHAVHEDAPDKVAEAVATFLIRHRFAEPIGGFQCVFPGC
# VLA-4 inh = inhibition in human VLA-4 binding assay, primary screen, VLA-4 allosteric modulator project, MLPCN library, flow cytometry, VLA-4 expressing cells; Integrin alpha-4 (Homo sapiens), P13612; ligand binding flow cytometry; inhibition, % (about 7 µM as worked out from the volumes in the protocol); 0.2% of 330,000 active; in the data active = inhibition above about 50%
# Fam108B counter = mouse Fam108B serine hydrolase inhibitors, primary screen, counter-screen for RBBP9 inhibitor project, biochemical, fluorescence polarization; recombinant Fam108B, FP-Rh probe fluorescence polarization; inhibition, % at 9.51 µM; 0.33% of 300,000 active;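 active = inhibition above the screen mean inhibition plus 3 SD, computed separately per campaign, cut at about 18% in these data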;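 also: inhibitors lower polarization as less probe binds the enzyme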
# GLD-1 RNA inh = GLD-1/TGE RNA complex disruptors, primary screen, biochemical, fluorescence polarization. Female germline-specific tumor suppressor gld-1 (Caenorhabditis elegans), Q17339. purified GLD-1 + fluorescein TGE RNA. 0.44% of 320,000 active. inhibition, % at 5.96 µM;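 active = percent inhibition above a per-plate cutoff, the plate mean of test compounds plus 3 SD, cut at about 30% in these data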;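 also: 0% = DMSO wells with GLD-1 and probe and 100% = wells lacking GLD-1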
# Active calls of the source: *; ? = inconclusive; . = not tested or not shown.
# The first 6 entries, ahead of the listing:
SMILES,Bcl-xL primary,MCL1 BIM primary,GRK2 aptamer HTS,MEX-5 binding,Efflux pump mplx,PME-1 inh,VLA-4 inh,Fam108B counter,GLD-1 RNA inh
Cc1ccc(C)c(OCc2cc(C(=O)N3C[C@@H](C)O[C@@H](C)C3)no2)c1,4,6,3,2.4,1.2,-4,1,-1,-2
CCOc1ccccc1C(=O)N[C@H](C(=O)NCc1ccccc1)C(C)C,1,3,10,.,0.0,4,-66,0,2
COc1ccc(N2CCN(C3CCCN(Cc4cccc(C)c4)C3)CC2)cc1 (stereo not given),5,9,1,2.4,-0.1,-4,17,-1,2
O=C(O)CC1SC(=O)N(CC(=O)c2ccccc2)C1=O (stereo not given),2,-7,1,1.6,0.1,-5,9,-1,4
CC(=O)Nc1ccc(NC(=O)c2nc(-c3ccccc3)oc2C)cc1,1,0,0,-1.6,0.3,-5,6,-2,0
CCOC(=O)C1=C(O)C(=O)NC(c2ccccc2)=C(OCC)C1,5,1,0,-0.3,0.1,5,8,2,8

# Results (from the top)
SMILES,Bcl-xL primary,MCL1 BIM primary,GRK2 aptamer HTS,MEX-5 binding,Efflux pump mplx,PME-1 inh,VLA-4 inh,Fam108B counter,GLD-1 RNA inh
Cc1ccc(C)c(OCc2cc(C(=O)N3C[C@@H](C)O[C@@H](C)C3)no2)c1,4,6,3,2.4,1.2,-4,1,-1,-2
CCOc1ccccc1C(=O)N[C@H](C(=O)NCc1ccccc1)C(C)C,1,3,10,.,0.0,4,-66,0,2
COc1ccc(N2CCN(C3CCCN(Cc4cccc(C)c4)C3)CC2)cc1 (stereo not given),5,9,1,2.4,-0.1,-4,17,-1,2
O=C(O)CC1SC(=O)N(CC(=O)c2ccccc2)C1=O (stereo not given),2,-7,1,1.6,0.1,-5,9,-1,4
CC(=O)Nc1ccc(NC(=O)c2nc(-c3ccccc3)oc2C)cc1,1,0,0,-1.6,0.3,-5,6,-2,0
CCOC(=O)C1=C(O)C(=O)NC(c2ccccc2)=C(OCC)C1,5,1,0,-0.3,0.1,5,8,2,8
COc1ccc(OC)c(/C=C/C(=O)N2CCCc3ccccc32)c1,3,4,1,-0.1,-0.1,2,8,-3,9
COc1ccc(CNC(=O)C2CCN(S(=O)(=O)c3ccccc3)CC2)cc1,-3,-5,3,-1.9,0.2,12,11,0,-2
Cc1onc(-c2ccccc2)c1C(=O)Nc1ccc(-c2nnc3n2CCCCC3)cc1,-3,-14,0,0.1,-0.2,0,6,1,3
COc1ccc(Cl)cc1NC(=O)CCN1C(=O)C2C3CCC(C3)C2C1=O (stereo not given),7,4,1,4.1,-0.4,-3,3,5,10
Cc1ccc(C2CC(c3ccc(F)cc3)Nc3nc(N)nn32)cc1 (stereo not given),12,3,4,1.0,0.0,-1,-2,-3,4
CSc1n[nH]c(NCc2ccc(C)cc2)n1,2,-1,2,1.8,0.1,-1,22,-2,-8
CCOc1ccc(CCNC(=O)CN2C(=O)NC3(CCCc4ccccc43)C2=O)cc1OCC (stereo not given),1,-1,0,-0.1,0.0,0,-3,-1,-3
COc1ccc(C)cc1NC(=O)C(Sc1nnc(Nc2ccccc2F)s1)c1ccccc1 (stereo not given),0,-9,0,-1.7,0.0,-14,5,-11,-3
CCC1(C)NC(=O)N(/N=C/c2cc(OC)c(O)c(OC)c2)C1=O (stereo not given),3,8,0,.,-0.1,-4,0,-6,2
Cc1cc(C)cc(NC(=S)NCCc2ccc(S(N)(=O)=O)cc2)c1,-1,15,0,-0.7,-0.1,-4,-9,-1,5
O=C(NC(c1ccccc1)c1ccccc1)c1ccc(Br)o1,2,0,0,2.4,0.0,1,-2,2,-1
Cc1ccccc1NC(=O)c1ccc(C)c(S(=O)(=O)N2CCN(C)CC2)c1,.,.,0,5.7,0.0,.,-7,.,.
COCCN1CCN(c2cc(-c3ccccc3)nc3cc(-c4cccc(F)c4)nn23)CC1,3,2,0,0.7,0.0,-9,21,0,2
CCCC(=O)NC(=S)Nc1c(C)cc(Br)cc1C,2,10,0,-0.3,0.0,3,20,4,0
CC1(C)C(C=C(Cl)Cl)C1C(=O)N1CCN(Cc2ccccc2)CC1 (stereo not given),1,-3,0,1.1,0.8,-4,13,-3,0
CC(=O)Nc1cccc(NC(=O)CSc2nnc(Cc3cccn3C)n2-c2ccc(F)cc2)c1,-1,-2,1,-0.8,0.1,0,-1,-1,-1
C/C(=N/NC(=O)c1cccc(N2CCCC2=O)c1)c1ccncc1,3,-1,2,0.0,-0.1,-3,11,-2,9
CC(C)Cn1c(SC(C)C(=O)NC2CC2)nnc1-c1ccccc1F (stereo not given),-9,-17,0,.,0.0,1,5,.,-3
O=C(O)[C@H](Cc1ccccc1)NC(=O)N1CCN(c2ccccc2)CC1,4,-2,0,1.1,0.1,-11,-10,-2,5
O=C(NC1CCN(C(=O)Nc2ccc(F)cc2)CC1)c1cccc(F)c1,-3,-7,2,-1.5,0.3,-4,-5,-3,8
CC(=O)Nc1ccc(C(=O)CSc2nnnn2C2CCCC2)cc1,3,-1,0,0.0,0.3,3,-1,-2,1
CC(C)C(=O)Nc1c(C(=O)c2ccc(F)cc2)oc2ccccc12,0,-1,0,-1.9,-0.2,-3,6,4,-1
COc1ccc2[nH]cc(CCNS(=O)(=O)Cc3ccccc3)c2c1,3,5,0,3.8,-0.1,1,0,4,5
COc1cccc(C(=O)Nc2nc3ccc(S(C)(=O)=O)cc3s2)c1,-2,-9,0,-2.2,0.3,-7,11,-3,0
CCN1CCN(Cc2c(O)ccc3c2O/C(=C\C=C\c2ccccc2OC)C3=O)CC1,39*,2,17,?,24*,-5,-10,-3,-22
COc1ccc(CCNC(=O)c2oc3ccc(OC)cc3c2C)cc1,4,2,4,-1.6,0.1,-3,4,-2,4
O=C(COC(=O)c1c(F)cccc1Cl)NC1CCCC1,-2,-18,2,-1.0,-0.1,-2,-18,3,6
COc1ccc(N(CC(=O)NCc2cccs2)S(=O)(=O)c2c(C)nn(C)c2C)cc1,4,2,2,0.0,0.0,3,-1,-1,6
O=C(O)CCC(=O)N1CCc2cc(S(=O)(=O)NCc3cccs3)ccc21,0,-3,4,0.4,-0.1,0,14,-4,2
CCOc1ccc(C(C)=O)cc1COc1ccc(-n2cnnn2)cc1,-7,-23,0,.,0.2,-5,-13,-1,7

# Rewritten with values under each structure: two of the compounds above.
# Screens in order – Bcl-xL primary, MCL1 BIM primary, GRK2 aptamer HTS, MEX-5 binding, Efflux pump mplx, PME-1 inh, VLA-4 inh, Fam108B counter, GLD-1 RNA inh
- COc1ccc(CCNC(=O)c2oc3ccc(OC)cc3c2C)cc1
    4, 2, 4, -1.6, 0.1, -3, 4, -2, 4
- O=C(COC(=O)c1c(F)cccc1Cl)NC1CCCC1
    -2, -18, 2, -1.0, -0.1, -2, -18, 3, 6

# Next part:
SMILES,Bcl-xL primary,MCL1 BIM primary,GRK2 aptamer HTS,MEX-5 binding,Efflux pump mplx,PME-1 inh,VLA-4 inh,Fam108B counter,GLD-1 RNA inh
COC(=O)c1ccc(COC(=O)CNS(=O)(=O)c2ccc(C)cc2)cc1,5,2,0,-1.9,0.9,-7,-1,0,0
COc1ccccc1N1CCN(C(c2cccs2)C(C)NC(=O)c2cccs2)CC1 (stereo not given),1,-5,2,2.4,-1.0,1,3,-1,1
O=C(CSc1ccc(Br)cc1)NCC(c1cccs1)N1CCOCC1 (stereo not given),0,2,0,1.0,0.1,5,-1,0,-7
O=C(Nc1cccnc1)c1ccc2snnc2c1,3,5,1,1.9,-0.1,-5,-6,4,-1
Cc1cccc(C(=O)N[C@H](C(=O)Nc2ccc3c(c2)OCO3)C(C)C)c1,.,.,1,.,-0.1,.,3,.,0
O=C(CCN1CCC(c2ccc(Cl)s2)=N1)c1ccc(Cl)s1,-2,-7,2,0.6,-0.1,0,-3,4,-8
COc1ccc(NC(=S)N2CCN(C/C=C/c3ccccc3)CC2)c(OC)c1,3,8,2,0.9,-0.1,-4,10,3,3
Cc1ccccc1S(=O)(=O)/N=C(/c1ccccc1)N(C)C,-3,-4,0,-0.6,0.1,0,11,-4,-1
O=C(CCNC(=O)c1ccccc1)NCCc1ccc(Cl)cc1,1,6,8,0.5,-0.1,2,7,0,5
CC(=O)N1CCc2c(sc(NC(=O)CN3C(=O)c4ccccc4C3=O)c2C(N)=O)C1,3,5,2,-1.8,0.0,-3,8,0,3
CCc1cc(-c2n[nH]c(=S)n2-c2ccccc2C)cs1,-9,-16,0,-2.0,-0.6,-1,-4,6,2
O=C(CCc1ccccc1)Nc1nccs1,-2,-2,0,0.1,0.3,0,0,1,8
COc1ccc(Cc2nnc(NC(=O)C(C)(C)C)s2)cc1,2,-5,0,1.6,-0.2,0,6,0,-4
CCCc1cc(=O)n2[nH]c(NC(=O)c3ccco3)nc2n1,3,4,0,2.8,0.1,1,14,2,5
CC(=O)Nc1sc2c(c1C(c1ccccc1Cl)N1CCN(CCO)CC1)CCCC2 (stereo not given),1,-3,1,0.9,0.4,-2,10,-4,9
CCN(CC)S(=O)(=O)c1ccc(C(=O)Nc2cc(S(=O)(=O)N3CCOCC3)ccc2O)cc1,.,.,1,.,0.1,.,19,.,3
O=C(Nn1c(-c2ccncc2)nc2ccccc2c1=O)c1ccccc1Br,0,4,2,-1.5,0.1,-3,8,1,0
CC(NC1CCN(Cc2ccccc2)CC1)c1ccc(F)cc1 (stereo not given),0,11,0,0.4,0.0,-17,14,-2,3
O=C(CSc1nc2c(cnn2-c2ccccc2)c(=O)[nH]1)NCC1CCCO1 (stereo not given),.,.,0,.,0.0,.,-5,.,-4
Cn1c(Cn2c(=O)sc3ccccc32)nnc1SCC(=O)N1CCOCC1,4,2,0,0.8,-0.3,-2,-8,3,1
CN1C(=O)N2CN(C3CCCCC3)CN3C(=O)N(C)C1C23 (stereo not given),3,4,3,1.9,0.0,2,16,1,5
CCOC(=O)c1c(-c2cccs2)csc1NC(=O)CN1CCOCC1,7,2,2,-1.0,-0.1,6,0,1,2
C=CCn1c(SCCC(=O)O)nc2c1c(=O)n(C)c(=O)n2C,2,8,0,0.8,0.0,-1,4,-6,-6
CCOC(=O)c1ccc(S(=O)(=O)N2CCN(CC(O)COc3cccc(C(C)=O)c3)CC2)cc1 (stereo not given),.,.,0,-4.3,0.0,.,7,.,.

# Only part of the results is shown; rates above refer to the full screens.
